core dimer inh – inhibitors of HCV core protein dimerization, primary screen, biochemical, TR-FRET, high-throughput; TR-FRET GST/Flag-core106 dimerization, 1536-well; inhibition, % at 5 µM; 300,000 compounds, 0.33% hits; AID 1899, 2009;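 active = inhibition above the mean of all tested compounds plus 3 SD, set per screening campaign, cut at about 45% in these data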
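Test system: GST/Flag-tagged HCV core106 proteins; Medium: KF-containing HEPES buffer, pH 7.45, DTT, CHAPS, BSA; Times: compound-protein-antibody incubation 4 h at 22.5 °C; Detection: TR-FRET 671 and 617 nm emission; Benchmarks: wells lacking GST-core106 and wells with excess unlabelled core106.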
proCasp3 act – activators of human procaspase-3 D3A mutant, primary screen, biochemical, absorbance, PC-3 D3A mutant, single concentration | Caspase-3 (Homo sapiens), P42574 | recombinant procaspase-3 D3A, Ac-DEVD-pNA absorbance 405 nm | activation, % at 8.5 µM | 330,000 compounds, 0.11% hits | AID 463141, 2010;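 active = activation above the mean of all tested compounds plus 3 SD, cut at about 21% in these data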;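 note: 0% = DMSO alone and 100% = DMSO wells spiked with extra 5 µM PC-3 D3A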
Target sequence (P42574 whole entry D9A/D28A/D175A): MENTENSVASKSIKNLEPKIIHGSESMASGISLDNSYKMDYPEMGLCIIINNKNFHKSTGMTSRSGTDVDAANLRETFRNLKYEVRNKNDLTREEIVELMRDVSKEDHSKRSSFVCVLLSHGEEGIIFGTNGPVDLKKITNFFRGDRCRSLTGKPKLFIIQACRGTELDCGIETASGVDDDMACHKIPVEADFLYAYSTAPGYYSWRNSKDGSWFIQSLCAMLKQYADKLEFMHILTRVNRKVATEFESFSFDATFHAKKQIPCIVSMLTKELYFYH
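Test system: Procaspase-3 D3A mutant, all three cleavage aspartates alanine | Dosing: Single dose, 8.5 µM nominal compound, 0.8% DMSO | Schedule: 1 h preincubation, 2 h reaction | Technique: 405 nm absorbance of p-nitroaniline, reads at 0 and 120 min | Repeats: One well per compound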
TPT1 inhibitor – Candida albicans TPT1 enzyme inhibitors, primary screen, biochemical, fluorescence polarization | tRNA 2'-phosphotransferase TPT1 (Candida albicans SC5314) | recombinant caTPT1, FP RNA substrate dephosphorylation | inhibition, % at 5 µM | 300,000 compounds, 0.81% hits;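 active = inhibition above the mean of all tested compounds plus 3 SD, set per screening campaign, cut at about 24% in these data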;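 note: plate controls were DMSO alone for no effect and ferristatin control at 100 nM for full effect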
procasp7 counter – procaspase-7 activators, primary screen, counter-screen for procaspase-3 activator project, biochemical, absorbance, HTS, human; recombinant procaspase-7, Ac-DEVD-pNA absorbance 405 nm; D23A/D198A/D206A triple mutant, cannot self-cleave; scale: DMSO 0, 5 µM enzyme 100; AID 463210, 2010; 330,000 compounds, 0.093% hits; activation, % at 8.5 µM; Caspase-7 (Homo sapiens), P55210;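 active = percent activation above the screen-wide mean plus 3 SD, cut at about 25% in these data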
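Assay system: Uncleavable procaspase-7 mutant enzyme; Input: 2 µM procaspase-7 mutant as dispensed; Also added: DEVD-pNA substrate; Medium: Zinc-free HEPES pH 7.4 with 300 mM NaCl, 0.01% Triton X-100; Timing: 1 h compound preincubation, 2 h substrate cleavage, 25 °C; Measured by: Epi-absorbance of released pNA at 405 nm, two timepoints.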
CTSL1 counter – Fasciola hepatica cathepsin L1 inhibitors, primary screen, counter-screen for PFM18AAP inhibitor project, biochemical, QFRET, fluorogenic peptide substrate; recombinant F. hepatica cathepsin L1, Z-Leu-Arg-MCA fluorescence; inhibition, % at 5.96 µM; 300,000 compounds, 0.49% hits; AID 1906, 2009;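 active = inhibition above the mean of all tested compounds plus 3 SD, set per screening campaign, cut at about 17% in these data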;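 note: 0% = plate median of test compound wells and 100% = 1 µM Z-Phe-Ala-diazomethylketone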
PAFAH2 inh – PAFAH2 enzyme inhibitors, primary screen, biochemical, fluorescence polarization, human. Platelet-activating factor acetylhydrolase 2, cytoplasmic (Homo sapiens), Q99487. recombinant PAFAH2, FP-rhodamine activity probe. inhibition, % at 3.39 µM. 340,000 compounds, 0.99% hits;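 active = inhibition above the mean over all tested compounds plus 3 SD, cut at about 30% in these data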;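 note: inhibitors block probe labeling of enzyme so polarization drops; 0% = enzyme with DMSO and 100% = wells lacking PAFAH2 protein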
AHR act – AHR activators, primary screen, cell-based, luminescence, luciferase reporter, human; activation, % at 5 µM; AID 2796, 2010; 320,000 compounds, 2.5% hits; Aryl hydrocarbon receptor (Homo sapiens), P35869; AHR-responsive luciferase reporter cells; in the data active = activation above about 47%;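 note: 0% = vehicle wells and 100% = reference agonist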
Target sequence (P35869 whole entry, looked up): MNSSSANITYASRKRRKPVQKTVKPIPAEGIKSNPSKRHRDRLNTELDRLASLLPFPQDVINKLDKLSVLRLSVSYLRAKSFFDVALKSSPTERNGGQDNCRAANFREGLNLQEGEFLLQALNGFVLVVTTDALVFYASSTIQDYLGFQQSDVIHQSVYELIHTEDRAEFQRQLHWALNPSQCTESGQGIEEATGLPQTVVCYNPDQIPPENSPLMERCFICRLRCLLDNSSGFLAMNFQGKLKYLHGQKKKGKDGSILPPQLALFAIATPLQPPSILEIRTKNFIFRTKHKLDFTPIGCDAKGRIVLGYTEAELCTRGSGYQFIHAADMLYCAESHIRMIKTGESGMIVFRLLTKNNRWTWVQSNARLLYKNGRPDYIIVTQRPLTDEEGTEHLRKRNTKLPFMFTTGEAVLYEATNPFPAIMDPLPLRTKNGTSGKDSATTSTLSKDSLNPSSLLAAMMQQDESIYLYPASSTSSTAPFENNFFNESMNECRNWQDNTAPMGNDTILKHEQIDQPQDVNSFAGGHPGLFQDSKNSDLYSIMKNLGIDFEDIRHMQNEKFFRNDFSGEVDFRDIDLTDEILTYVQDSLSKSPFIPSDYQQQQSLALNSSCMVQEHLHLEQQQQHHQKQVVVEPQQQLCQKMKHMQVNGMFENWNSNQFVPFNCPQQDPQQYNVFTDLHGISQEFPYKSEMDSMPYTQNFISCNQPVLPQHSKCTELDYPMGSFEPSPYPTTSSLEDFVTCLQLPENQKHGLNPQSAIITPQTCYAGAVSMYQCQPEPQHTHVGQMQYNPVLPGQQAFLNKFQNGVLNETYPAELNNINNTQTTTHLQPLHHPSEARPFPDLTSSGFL
PP5 primary – PP5 phosphatase inhibitors, primary screen, biochemical, fluorescence; Serine/threonine-protein phosphatase 5 (Homo sapiens), P53041; purified PP5c, OMFP substrate fluorescence; inhibition, % at 6.7 µM; 320,000 compounds, 0.18% hits;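 active = inhibition above the campaign's mean inhibition across all tested compounds plus 3 SD, cut at about 9.5% in these data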;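 note: 0% = DMSO only and 100% = 100 µM cantharidin control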
PP1 counter – PP1-alpha phosphatase inhibitors, primary screen, counter-screen for PP5 inhibitor project, biochemical, fluorescence, OMFP substrate, single point. 320,000 compounds, 0.9% hits. inhibition, % at 6.7 µM. purified PP1alpha. Serine/threonine-protein phosphatase PP1-alpha catalytic subunit (Homo sapiens), P62136;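 active = inhibition above the mean inhibition of all tested compounds plus 3 SD, computed separately for each screening campaign, cut at about 15% in these data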
Starred values were filed as active, the others as inactive; nt = not tested or not shown.

item | Compound | PAFAH2 inh | PP1 counter | CTSL1 counter | procasp7 counter | core dimer inh | PP5 primary | AHR act | TPT1 inhibitor | proCasp3 act
1 | N/C(=N\OC(=O)c1ccc2c(c1)OCO2)c1ccc([N+](=O)[O-])cc1 | -2 | -4 | -3 | 6 | 9 | 0.4 | 1 | -2 | -7
2 | CCN(CC)CCNC(=O)c1cc2c(=O)n(C)c3ccccc3c2n1C | -1 | 4 | 0 | 4 | 2 | -0.6 | 10 | -6 | -3
3 | CC1=C(c2ccccc2)C(=S)NC(C)(C)C1 | 5 | -4 | 1 | -8 | -1 | -0.8 | -1 | 0 | -6
4 | CC(C)Cc1cc(C(=O)NCc2cccnc2)no1 | -2 | -2 | 0 | 9 | -4 | -3.5 | 7 | 1 | -6
5 | COC(=O)c1sccc1-c1ccc(C(=O)Nc2cccnc2)o1 | -3 | 4 | 2 | 3 | 3 | -0.4 | -5 | -3 | -6
6 | COc1cc(C2SCC(=O)N2CCN2CCCCC2)ccc1O (stereo not drawn) | 7 | -2 | 0 | -4 | 2 | 0.3 | -1 | -3 | 5
7 | CS(=O)(=O)N(CC(=O)NCC1CCCO1)c1ccc(Cl)c(Cl)c1 (stereo not drawn) | 2 | -2 | -4 | 6 | 3 | 2.1 | -1 | 2 | -5
8 | COc1ccc(NC(=O)C(F)(OC)C(F)(F)F)c(OC)c1 (stereo not drawn) | -4 | 0 | -1 | 8 | -5 | 0.4 | 2 | -4 | 1
9 | COc1ccc(-n2cc(-c3ccccc3)c3c(NCCOCCO)ncnc32)cc1 | -8 | 0 | -1 | 3 | 9 | 2.5 | 14 | 2 | 2
10 | Cc1cc(S(=O)(=O)N2CCOCC2)ccc1OCC(=O)N1CCC(C(N)=O)CC1 | 3 | -1 | 1 | -9 | 9 | 1.1 | -1 | -3 | -6
11 | CCOc1ccc2nc(C)cc(Nc3cccc([N+](=O)[O-])c3)c2c1 | 0 | -2 | 9 | -6 | 2 | -1.1 | 39 | 3 | 2
12 | O=C(N/N=C(\c1ccccc1)c1cccnc1)c1cccc(F)c1 | 2 | 1 | 3 | 1 | 11 | -0.4 | 5 | 3 | 3
13 | Fc1cc2ncn(Cc3ccccc3)c2cc1F | -6 | -3 | -1 | 16 | 1 | 1.9 | 0 | -3 | 6
14 | O=S(=O)(c1cccs1)N1CN(CC2CCCO2)c2nc3ccccc3nc21 (stereo not drawn) | 2 | -3 | 1 | -8 | 6 | 3.1 | 6 | -1 | -2
15 | C[C@H](CO)N1C[C@H](C)[C@@H](CN(C)C(=O)NC2CCCCC2)Oc2ccc(NC(=O)C3CCCCC3)cc2C1=O | 4 | nt | nt | 2 | nt | nt | -1 | nt | -2
16 | COc1ccc(NC(=O)N(C)C[C@H]2Oc3ccc(NC(=O)C4CC4)cc3CC(=O)N([C@@H](C)CO)C[C@@H]2C)cc1 | 1 | nt | nt | 5 | nt | nt | -1 | nt | -4
17 | COc1ccc(CCNC(=O)C(=O)NCC2CCCN2S(=O)(=O)c2ccccc2)cc1 (stereo not drawn) | 4 | -4 | 4 | 6 | 4 | 1.1 | 3 | 4 | 2
18 | O=S(=O)(c1cccs1)N1CN(C2CCCC2)c2nc3ccccc3nc21 | nt | -3 | 2 | 6 | 6 | 2.1 | -1 | 1 | 4
19 | Cc1sc(=NC(=O)c2ccco2)n(C)c1-c1ccc(F)cc1 | 6 | -3 | 3 | 3 | 7 | 1.4 | -2 | -1 | -3
20 | Cc1ccc(SCc2c(C(=O)N/N=C/c3ccc4c(c3)OCO4)nnn2-c2nonc2N)cc1 | 4 | -10 | 11 | -3 | -4 | 2.3 | 9 | 0 | 11
21 | Cc1ccc(S(=O)(=O)N2CCN(C(=O)c3n[nH]c(=O)c4ccccc34)CC2)cc1 | 7 | -1 | -2 | 11 | 1 | 0.3 | 0 | 0 | 9
22 | CCCC1CCC(=NNC(=S)NCCc2ccccc2)CC1 (stereo not drawn) | 1 | -5 | -1 | 5 | 2 | 1.8 | 5 | 0 | -1
23 | Cc1ccc(NC(=O)COc2ccccc2C(=O)NCc2ccccc2)cc1 | -1 | 8 | nt | 4 | nt | 7.1 | 5 | nt | -3
24 | COC(=O)c1cc(NC(=O)/C=C/c2ccc3c(c2)OCO3)cc(C(=O)OC)c1 | -13 | 1 | 2 | 3 | 15 | 2.6 | 6 | -1 | -5
25 | COc1ccccc1NC(=S)NCCc1ccc(OC)c(OC)c1 | -13 | 0 | -2 | 3 | 5 | -0.2 | 3 | 2 | 4
26 | COc1ccc(C2/C=C\CN(C(=O)C3CCCCC3)CC(=O)N2Cc2ccc(F)cc2)cc1 (stereo not drawn) | 1 | 1 | 0 | -1 | 5 | 3.2 | 1 | 0 | -1
27 | Cc1ccc([N+](=O)[O-])cc1S(=O)(=O)Nc1ccc(N2CCOCC2)cc1 | 4 | -1 | -1 | -5 | -4 | -2.4 | 4 | 4 | -2
28 | COc1cc(/C=C/C(=O)O)cc(S(=O)(=O)Nc2ccc3cn[nH]c3c2)c1OC | 18 | -3 | nt | 7 | nt | 0.4 | 23 | nt | 5
29 | O=C(/C=C/c1ccco1)NCC(=O)N/N=C/c1ccc([N+](=O)[O-])cc1 | 2 | 3 | 8 | -5 | 41 | 1.8 | 6 | 2 | -1
30 | Cc1cc(CNC(=O)CCc2nnc(CCCc3ccccc3)o2)nn1C | 2 | -7 | -7 | 4 | -7 | -1.9 | 4 | 2 | 4

Three entries already listed, arranged by their value in PP5 primary, falling.
| No. | compound | PP5 primary |
| --- | --- | --- |
| 23 | Cc1ccc(NC(=O)COc2ccccc2C(=O)NCc2ccccc2)cc1 | 7.1 |
| 22 | CCCC1CCC(=NNC(=S)NCCc2ccccc2)CC1 (stereo not drawn) | 1.8 |
| 27 | Cc1ccc([N+](=O)[O-])cc1S(=O)(=O)Nc1ccc(N2CCOCC2)cc1 | -2.4 |

Remaining list, next part:
item | Compound | PAFAH2 inh | PP1 counter | CTSL1 counter | procasp7 counter | core dimer inh | PP5 primary | AHR act | TPT1 inhibitor | proCasp3 act
31 | Cn1c(SCC(=O)Nc2cccnc2)nnc1-c1ccccc1F | 9 | -3 | 3 | -5 | 1 | -1.0 | 1 | 2 | -2
32 | Cc1ccc(Cc2c(C)[nH]c(=S)[nH]c2=O)cc1 | 4 | 2 | -3 | 3 | 0 | 3.5 | 2 | 0 | 5
33 | COC(=O)c1ccc(NC(=O)CCN2C(=O)C3CC=CCC3C2=O)cc1 (stereo not drawn) | 5 | -7 | nt | -2 | nt | 4.0 | 0 | nt | -5
34 | O=C(NNC(=O)c1cc2ccccc2o1)c1ccncc1 | -4 | nt | nt | -4 | nt | nt | 3 | nt | 0
35 | CCC(C)NC(=O)c1ccc(CN2CCc3ccccc3C2)cc1 (stereo not drawn) | -6 | 3 | -3 | -2 | -4 | 4.2 | -1 | 0 | -7
36 | CCOc1cc(/C=N/NC(=O)C(OC)c2ccccc2)ccc1O (stereo not drawn) | -3 | 3 | 2 | -3 | -9 | -2.2 | 0 | -2 | 3
37 | COc1ccccc1NC(=O)COC(=O)c1ccc(N2CCCC2=O)cc1 | 27 | -2 | nt | 4 | nt | -0.3 | 1 | nt | 10
38 | CCCN1CCN(C(=O)CCNC(=O)Cn2cnc3ccccc3c2=O)CC1 | -5 | -2 | -3 | 7 | -1 | 0.1 | -1 | -3 | 5
39 | Cc1nc(C)n(C(C)CNS(=O)(=O)c2ccc(Cl)cc2)n1 (stereo not drawn) | -1 | 2 | -2 | 5 | 11 | -0.1 | -3 | 1 | 0
40 | Cc1sc2nc(SCC(=O)NCCOCCO)n(C)c(=O)c2c1C | -6 | 0 | -1 | 3 | 1 | 1.4 | -1 | 1 | 8
41 | Cn1c(-c2nnn(-c3ccc(F)cc3)n2)cc2ccccc21 | nt | -1 | 2 | 0 | 18 | 4.1 | 69* | 4 | -1
42 | CC(C)(C)[C@@H]1C=C(C(=O)N2CCN(Cc3ccccc3)CC2)O[C@H](OCc2ccc(CO)cc2)C1 | 2 | 3 | -1 | -2 | -12 | 1.1 | 4 | -2 | -4
43 | NC(=O)c1cnn(-c2cccc(Cl)c2)c1N | 4 | -2 | 1 | 5 | 3 | 1.9 | 0 | 1 | 9
44 | COc1ccc(C(=O)COC(=O)CCCN=C2NS(=O)(=O)c3ccccc32)c(OC)c1 | 3 | -3 | -2 | 0 | -2 | 0.9 | -3 | 2 | -1
45 | CCc1cccc(NS(=O)(=O)c2ccc3c(c2)NC(=O)C(C)S3)c1 (stereo not drawn) | 15 | -9 | -2 | -2 | -4 | 0.1 | 0 | 0 | -9
46 | Cc1coc2c1C(=O)C(=O)c1c-2ccc2c(C)cccc12 | 51* | 6 | 94* | 8 | -4 | 7.8 | 10 | 0 | 0
47 | Cc1noc(C)c1COc1ccc(C(=O)OC(C)C(=O)Nc2ccc(N3CCOCC3)cc2)cc1 (stereo not drawn) | 2 | -1 | 7 | -2 | 10 | 0.4 | 1 | -7 | -1
48 | CCOCCCNS(=O)(=O)c1ccc(-n2cnnn2)c(OC)c1 | -6 | 0 | -1 | 7 | -9 | 1.8 | -3 | -5 | 2
49 | CCOC(=O)CN(C(=O)CSc1nnc(-c2ccncc2)n1CCCN(C)C)c1ccccc1 | 9 | -1 | 0 | -4 | -4 | 1.5 | 3 | -1 | 2
50 | CCCc1cc(=O)[nH]c(SCC(=O)NCCCC(=O)OCC)n1 | 3 | 4 | 1 | 6 | -5 | 1.6 | 1 | -3 | 7
51 | CC(=O)Nc1nc(C)c(Oc2ccc(Cl)cc2Cl)c(=O)[nH]1 | 8 | -3 | -6 | -9 | 5 | -0.2 | 3 | 1 | 1
52 | CC(O)C(O)C(O)C(O)/C=N/NC(=O)c1ccccc1 (stereo not drawn) | 6 | 1 | 5 | -6 | -8 | 1.9 | 9 | -2 | -7
53 | CC1N(C)c2cc(NC(=O)c3ccco3)c(P(=O)(Nc3ccc([N+](=O)[O-])cc3)N3CCOCC3)cc2C1(C)C (stereo not drawn) | 5 | 0 | 5 | 5 | 6 | 0.5 | 6 | 3 | 4
54 | O=C(c1cccc(S(=O)(=O)N2CCCC2)c1)c1nnc(-c2ccncc2)o1 | 0 | 0 | 7 | 3 | 13 | 1.4 | -1 | 1 | -3
55 | Cc1ccccc1-c1nnc(SCC(=O)Nc2cccnc2Cl)o1 | 3 | nt | nt | 20 | nt | nt | 0 | nt | 8

Assay outcomes as filed in PubChem.
